GLP1R ag: GLP-1 receptor (human) agonism | HEK293 GLP-1R CRE-luciferase, luminescence, 4-6 h; cells express a hypersensitive GLP-1R form | 380,000 tested, 0.007% active | Potency, µM (highest dose often 45.6 µM), without a hit: at the top dose activation, hits mostly activators | AID 624172; note: % of control where 0% means no effect
Target sequence (P43220 whole entry, looked up): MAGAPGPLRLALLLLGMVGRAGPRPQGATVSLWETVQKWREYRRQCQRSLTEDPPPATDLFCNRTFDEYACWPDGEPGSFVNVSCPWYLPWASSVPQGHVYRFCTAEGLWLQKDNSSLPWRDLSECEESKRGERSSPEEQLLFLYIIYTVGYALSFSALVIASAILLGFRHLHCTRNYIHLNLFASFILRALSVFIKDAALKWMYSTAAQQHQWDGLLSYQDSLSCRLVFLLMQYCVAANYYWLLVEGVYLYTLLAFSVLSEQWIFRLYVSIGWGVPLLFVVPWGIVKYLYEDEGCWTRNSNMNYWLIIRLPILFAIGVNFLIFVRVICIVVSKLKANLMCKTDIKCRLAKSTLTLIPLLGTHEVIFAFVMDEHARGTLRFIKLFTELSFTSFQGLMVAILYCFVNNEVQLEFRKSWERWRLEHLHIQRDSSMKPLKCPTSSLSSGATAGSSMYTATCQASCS
KB-3-1 cytotox: kills parental KB-3-1 adenocarcinoma cells | KB-3-1 viability, CellTiter-Glo ATP luminescence, 72 h | AID 1347075 | 400,000 tested, 1.4% active | Potency, µM (doses to about 46.1 µM), for the others: at the highest dose activity change, negative = cytotoxic, actives largely listed as cytotoxic; note: % is set by controls: 0 for no effect and ±100 for the full control effect; nearly all actives have a fitted effect of over 60% in size
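72 h, 37 °C compound treatment of KB-3-1 parental cells; CellTiter-Glo added, 10 min, luminescence read. Data corrected against DMSO-only plates and normalized before curve fitting.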
HT1080NT lethal: kills 2HG-producing HT-1080-NT fibrosarcoma cells. Potency, µM (doses to about 46.1 µM), without a hit: at the top dose activity, negative = less viability, most hits filed as cytotoxic. AID 686970. 360,000 tested, 1.6% active. HT-1080-NT fibrosarcoma viability, CellTiter-Glo ATP luminescence, 48 h;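 note: NT is the 2HG producing partner of a matched IDH1 knockdown line; 0% = DMSO-treated cells and -100% = media-only wells without cells; nearly all actives have a fitted effect of over 55% in size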
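Read-out is CellTiter-Glo luminescence after 10 minutes at room temperature, following 48 hours' compound treatment of HT-1080-NT cells (750 cells/well, RPMI, 5% FBS, 37 degrees C).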
HEK293 tox: cytotoxic in the GLP-1 receptor inverse agonist counter-screen; Potency, µM (titrated, usually from 38.3 µM), inactives show at the top dose activity change, negative = inhibition, hits mostly inhibitors; AID 624418; HEK293 cAMP-luciferase reporter cells, luminescence, 24 h; 410,000 tested, 0.13% active;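 note: loss of luciferase light is scored as toxicity; % is set by controls: 0 for no effect and ±100 for the full control effect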
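MLSMR compounds, 24 hr on cells at 37 deg C/5% CO2; luminescence after luciferase reagent (12 min RT). Inhibition counted as the undesired cytotoxic outcome.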
SW480 rereplic: induces DNA re-replication in SW480 colon adenocarcinoma cells. Potency, µM (doses to about 46.1 µM), for the others: top-dose re-replication activation, most hits filed as activators. 340,000 tested, 1.8% active. SW480 DNA re-replication, Hoechst DNA content imaging, 48 h; note: % of control where 0% means no effect; nearly all actives have a fitted effect of over 55% in size
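Image-based read-out: total Hoechst fluorescence of nuclei (405 nm excitation, 500-530 nm emission), with hits raising the fraction of high-intensity nuclei. SW480 colon cells incubated 48 hr with compounds at 37 C.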
KB-V1 MDR tox: KB-V1 MDR subline cytotoxicity; Potency, µM (highest dose often 46.1 µM), inactives show at the highest dose activity change, negative = cytotoxicity, usual class: cytotoxic; AID 1347076; 400,000 tested, 3.4% active; KB-V1 MDR cells viability, CellTiter-Glo, 72 h; note: % is set by controls: 0 for no effect and ±100 for the full control effect; nearly all actives have a fitted effect of over 60% in size
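Readout: CellTiter-Glo luminescence, 10 min after addition. Cells: KB-V1 MDR subline, 72 h at 37 degrees C with compound. Analysis: corrected, normalized data fitted to concentration-effect curves.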
TDP-43 yeast inh: TDP-43 toxicity inhibition in yeast. TDP-43 expressing yeast growth rescue, BacTiter-Glo, 24 h. Potency, µM (highest dose often 46.1 µM), inactives show top-dose growth rescue (activation), actives largely listed as activators. 410,000 tested, 1.8% active. AID 652104; note: % of control where 0% means no effect; nearly all actives have a fitted effect of over 50% in size
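Yeast cells expressing TDP-43 under galactose induction are exposed to compounds for 24 hr at 30 deg C. BacTiter-Glo luminescence measures growth, so protective compounds score as activators.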
HT1080 IDH1KD tx: kills HT-1080 cells with IDH1 knockdown; Potency, µM (highest dose often 46.1 µM), inactives show top-dose activity, negative = toxicity, most hits filed as cytotoxic; 360,000 tested, 2% active; HT-1080 IDH1 knockdown viability, ATP luminescence, 48 h;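 note: 0% = DMSO wells and -100% = cell-free medium wells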
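Cytotoxicity counter-line: IDH1KD HT-1080, 48 h, CellTiter-Glo. Curves classed by r2, magnitude and activity.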
GLP-1R inv ag: acts as inverse agonist at human GLP-1 receptor | 410,000 tested, 1.6% active | HEK293 GLP-1R CRE-luciferase, luminescence, 24 h; GLP-1R form is constitutively active | AID 624417 | P43220 | Potency, µM (highest dose often 38.3 µM), for inactives: at the top dose activity change, negative = inhibition, most hits filed as inhibitors; note: % is set by controls: 0 for no effect and ±100 for the full control effect; nearly all actives have a fitted effect of over 55% in size
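Assay principle: reduced luminescence from a cAMP-responsive reporter in HEK293 cells co-expressing a constitutively active GLP-1R. Conditions: 24 hr compound incubation, 37 deg C, 5% CO2.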
The depositor's hits bear a star; ? = inconclusive; · = no result given; [ ] = dose if it differs, or a comment. Calls come from the whole dose curve; as a rule, active = well fitted curve in the direction sought with a large enough effect; inconclusive = small, poorly fitted or top-dose-only effect, or another doubt; inactive = no such curve, though single readings can be large; an effect the other way counts as inactive or inconclusive. Potency is the fitted concentration of half-maximal effect.

Every second line gives: HT1080NT lethal, GLP-1R inv ag, GLP1R ag, HEK293 tox, KB-3-1 cytotox, TDP-43 yeast inh, KB-V1 MDR tox, HT1080 IDH1KD tx, SW480 rereplic
> CCOc1ccc(CNC(=O)CCCC(=O)n2ncc3cc(C)ccc32)cc1
 : 26%, 0%, -4%, -3%, 10%, 23%, 2%, -3%, -9%
> Cc1ccccc1Cn1c(CCCNC(=O)C2CCCCC2)nc2ccccc21
 : ·, ?, ·, 4%, -14%, -4%, -10%, ·, ·
> Fc1ccc(-c2noc(-c3ccc4c(c3)CCO4)n2)cc1
 : 11%, 18%, 5%, 15%, 4%, 9%, ?, 30%, ?
> CC(NC(=O)CN1C(=O)COc2ccccc21)c1ccccc1 (stereo not given)
 : 9%, -8%, ?, 7%, -8%, -2%, 0%, 29%, -4%
> Cc1ccc2[nH]c(=O)c(CNS(=O)(=O)c3ccccc3)c(-c3ccccc3)c2c1
 : -8%, -7%, 13%, -15%, -9%, 22%, ?, -20%, 0%
> COc1ccnc(NCc2ccc(Cl)cc2)c1C#N
 : ?, 1%, 15%, -5%, 5%, -6%, 4%, ?, 10%
> O=C(Nc1ccc(N2CCN(C(=O)c3ccccc3)CC2)cc1)c1ccc(Br)o1
 : 2%, 7%, -11%, -13%, -21%, ?, ?, 6%, 2%
> CN(C)C(=O)c1ccc(NC(=O)COc2ccc([N+](=O)[O-])cc2)cc1
 : -1%, -3%, 2%, 10%, -4%, 0%, -26%, 4%, -1%
> CSc1ccc(CN2CCC(C)(Oc3ccc(C(C)=O)cc3)C2)cc1 (stereo not given)
 : -1%, 7%, -5%, 2%, 0%, 15%, -5%, 4%, ·
> O=C(Nc1cccc([N+](=O)[O-])c1)c1cc(S(=O)(=O)N2CCOCC2)cs1
 : 8%, 8%, -1%, -10%, ·, 8%, ·, -3%, 8%
> COc1cc2c(cc1OC)C(c1cc3ccc(C)cc3[nH]c1=O)N(C(=O)c1ccco1)CC2 (stereo not given)
 : -8%, 122%[activator], 35%, 1%, ?, -10%, ?, -6%, 9%
> C[C@@H](C(=O)N1CCN(C(=O)OC(C)(C)C)CC1)n1cc(CCCN=C(NC(=O)OC(C)(C)C)NC(=O)OC(C)(C)C)nn1
 : -2%, -3%, 0%, 8%, 16%, 16%, 0%, 3%, 13%
> CCCCCCOC(=O)C(C#N)c1nc2ccccc2nc1N1CCN(C)CC1 (stereo not given)
 : -11%, -6%, -22%, ?, 1%, -10%, ?, ?, ?
> COc1ccc(Nc2nc(NC(C)(C)C)nc(N3CCOCC3)n2)c(OC)c1
 : -17%, ?, -3%, 18%, ?, 13%, -3%, -29%, ?
> O=C(NCCC1=CCCCC1)C1CCN(C(=O)N2CCOc3ccc(Cl)cc32)CC1
 : ·, ?, ·, -6%, -20%, 28µM*, -16%, ·, ·
> COc1ccc(S(=O)(=O)N2CCN=C2SCc2cccc(C)c2)cc1
 : -1%, ?, 25%, -1%, ·, ?, ·, -17%, 11%
> Cc1ccc(NC(=S)N2CCN(c3ccccc3F)CC2)c(C)c1
 : -2%, ?, -1%, 1%, -4%, -14%, 0%, -2%, -1%
> Cc1ccc(NC(=O)c2ccccc2F)c(NC(=O)c2ccccc2F)c1
 : 1%, 4%, 22%, 8%, 9%, -1%, 2%, 8%, 3%
> CCOC(=O)Cc1cnc(NC(=O)CSc2nc(C)c(CC)c(=O)[nH]2)s1
 : 1%, 39%[activator], 5%, 49%[activator], 3%, 8%, 2%, 0%, -1%
> CCOC(=O)c1c(-c2cccc(N)c2)cn2ccccc12
 : 15%, -3%, 0%, 2%, 7%, 13%, 23%, 8%, -4%
> CCOc1ccccc1NC(=O)CSc1nnnn1Cc1ccccc1
 : 8%, 0%, -1%, 3%, -6%, 5%, -12%, 2%, -1%
> CCCCOC(=O)Nc1cc(C)c(Cl)cc1OC
 : 6%, ?, 8%, -17%, 6%, 11%, 14%, 4%, -7%
> Cc1c(Nc2ncccc2C(=O)O)cccc1C(F)(F)F
 : -1%, 4%, 8%, -2%, 0%, ?, -2%, 12%, -4%
> COc1ccc(-c2nc(-c3ccccc3)c(-c3ccccc3)[nH]2)cc1Br
 : ·, ?, ·, 20%, 5%, 11%, -11%, ·, ·
> CC(=O)NC(c1ccccc1)c1nc(-c2ccc3ccccc3c2)cs1 (stereo not given)
 : -11%, ?, 14%, 2%, 0%, 5%, -17%, -2%, ·
> COc1ccc(C2(c3ccc(OC)cc3)NC(=O)N(CC(=O)Nc3ccccc3C(F)(F)F)C2=O)cc1
 : -15%, ?, -4%, -7%, ·, 10%, ·, 0%, -5%

Quoted at random: 3 records from the list
Every second line gives: HT1080NT lethal, GLP-1R inv ag, GLP1R ag, HEK293 tox, KB-3-1 cytotox, TDP-43 yeast inh, KB-V1 MDR tox, HT1080 IDH1KD tx, SW480 rereplic
> Cc1ccc(NC(=S)N2CCN(c3ccccc3F)CC2)c(C)c1
 : -2%, ?, -1%, 1%, -4%, -14%, 0%, -2%, -1%
> CC(NC(=O)CN1C(=O)COc2ccccc21)c1ccccc1 (stereo not given)
 : 9%, -8%, ?, 7%, -8%, -2%, 0%, 29%, -4%
> Cc1ccc2[nH]c(=O)c(CNS(=O)(=O)c3ccccc3)c(-c3ccccc3)c2c1
 : -8%, -7%, 13%, -15%, -9%, 22%, ?, -20%, 0%

Complete entries, quoted from the list. Order of values: HT1080NT lethal | GLP-1R inv ag | GLP1R ag | HEK293 tox | KB-3-1 cytotox | TDP-43 yeast inh | KB-V1 MDR tox | HT1080 IDH1KD tx | SW480 rereplic
Results for CCOC(=O)c1c(-c2cccc(N)c2)cn2ccccc12 → 15% | -3% | 0% | 2% | 7% | 13% | 23% | 8% | -4%
Results for Cc1c(Nc2ncccc2C(=O)O)cccc1C(F)(F)F → -1% | 4% | 8% | -2% | 0% | ? | -2% | 12% | -4%
Results for COc1ccnc(NCc2ccc(Cl)cc2)c1C#N → ? | 1% | 15% | -5% | 5% | -6% | 4% | ? | 10%
Results for COc1ccc(Nc2nc(NC(C)(C)C)nc(N3CCOCC3)n2)c(OC)c1 → -17% | ? | -3% | 18% | ? | 13% | -3% | -29% | ?
Results for O=C(Nc1cccc([N+](=O)[O-])c1)c1cc(S(=O)(=O)N2CCOCC2)cs1 → 8% | 8% | -1% | -10% | · | 8% | · | -3% | 8%
